HSF1 inh = HSF1 inhibition | NIH3T3-HGL HSE-luciferase, MG132-induced, luminescence 8 h; active compounds read low | activity change, negative = inhibition, % at 7.5 µM (by protocol) | 300,000 tested, 0.77% active | AID 2098;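 active = more than half of replicate wells show activity change below -50%, luminescence cut by over half; inconclusive = some wells, but at most half, below -50%; inactive = no replicate well below -50%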;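 note: luciferase reports HSF-1 transcriptional activity via heat shock element; 0% = median of DMSO wells and -100% = zero luminescence signal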
aSyn 5UTR inh = 5' untranslated region of α-synuclein, MLPCN primary screen; alpha-synuclein 5'UTR reporter, inhibitor activity; inhibition, % (tested at 7.5 µM); 300,000 tested, 0.82% active; AID 1813; in the data active = inhibition above about 60%; inconclusive = no clear call, values can overlap the other calls;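 note: H4 neuroglioblastoma cells stably carrying SNCA 5'UTR luciferase fusion; 0% = DMSO wells and 100% = positive control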
KLF5 inh = inhibitors of KLF5 expression. DLD-1 KLF5 promoter-luciferase reporter, luminescence. inhibition, % at 5 µM. 290,000 tested, 0.23% active. AID 1700;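 active = inhibition above a per-plate limit of that plate's mean compound inhibition plus 3 SD, cut at about 60% in these data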;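 note: 0% = DMSO wells and 100% = LY294002 at 200 µM; higher means less KLF5 promoter-driven luciferase light; inactives centre near -14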
IEC-6 tox = counter-screen for KLF5 inhibitors: cytotoxicity in IEC-6 cells; IEC-6 cytotoxicity, luminescence viability; 290,000 tested, 0.78% active; AID 1825; inhibition, % at 5 µM; in the data active = inhibition above about 22%;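 note: 0% = plate median of test compound wells and 100% = cytotoxic reference compound wells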
HSF-1 act = increases HSF-1 driven luciferase reporter signal; NIH3T3-HGL HSF-1 luciferase reporter, MG132, 8 h; 100% = twice DMSO control signal; 300,000 tested, 1.7% active; activation, % at 9 µM;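 active = mean replicate activation of at least 50% with a set share of replicates each reaching 50%; inconclusive = only one of those two conditions met; inactive = mean below 50% and too few replicates reaching it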;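 note: 0% = median of the neutral control wells and 100% = twice that signal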
GSK3beta inhib = inhibitors of human GSK3beta kinase | GST-GSK3beta kinase, ADP-Glo luminescence, 60 min; active compounds read low | activity score (negative = inhibition), % at 10 µM | 300,000 tested, 0.038% active;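 active = more than half of replicate wells score below -50%, meaning over 50% inhibition versus plate controls; inconclusive = some replicates but at most half score below -50%; inactive = no replicate scores below -50%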;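 note: 0% = median DMSO wells and -100% = median GW8510 positive control wells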
Target sequence (P49841 whole entry, looked up): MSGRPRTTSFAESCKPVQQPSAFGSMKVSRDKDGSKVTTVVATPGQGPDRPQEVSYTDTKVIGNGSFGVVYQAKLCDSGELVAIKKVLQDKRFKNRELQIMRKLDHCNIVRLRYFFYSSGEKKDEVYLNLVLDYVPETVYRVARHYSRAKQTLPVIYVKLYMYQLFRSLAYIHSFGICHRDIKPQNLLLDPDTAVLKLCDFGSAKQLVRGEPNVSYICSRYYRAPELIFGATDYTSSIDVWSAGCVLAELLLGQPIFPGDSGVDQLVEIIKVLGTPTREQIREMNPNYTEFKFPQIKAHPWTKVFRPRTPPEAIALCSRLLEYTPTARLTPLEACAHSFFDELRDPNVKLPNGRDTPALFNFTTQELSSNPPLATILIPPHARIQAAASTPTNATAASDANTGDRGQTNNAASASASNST
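Test system: GST-fused GSK3beta enzyme, cell-free | Quantity: 1.6 ng GST-GSK3beta enzyme per well | Reagent: 25 µM ATP with peptide substrate | Schedule: 60 min enzyme reaction, room temperature | Signal: Luminescent ADP-Glo measurement of ADP formed | Read-out basis: Score relative to plate controls | Control set: DMSO and 20 µM GW8510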
AI-2 QS modul = Vibrio harveyi AI-2 quorum sensing modulation; activity change, % at 7.5 µM; 300,000 tested, 0.4% active; Vibrio harveyi JMH597 AI-2 luminescence/OD600 ratio, 9 h; active compounds read low; strain lacks LuxN and CqsS sensors; 0 = neutral-control median; in the data active = activity change below about -75%, passing the limit was not always enough; inconclusive = no clear call, values can overlap the other calls;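 note: luminescence divided by OD600 gain over 9 h not by final OD600 alone; inactives centre near 13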
GSK3A inh = human GSK-3 alpha kinase inhibition; ADP-Glo luminescence, 60 min; P49840; 320,000 tested, 0.1% active; inhibition, % at 10 µM;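 in the data active = inhibition above about 50%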;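 note: GST-tagged GSK-3 alpha with peptide substrate and 25 µM ATP; 0% = DMSO neutral wells and 100% = GW8510 positive control wells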
Target sequence (P49840 whole entry, looked up): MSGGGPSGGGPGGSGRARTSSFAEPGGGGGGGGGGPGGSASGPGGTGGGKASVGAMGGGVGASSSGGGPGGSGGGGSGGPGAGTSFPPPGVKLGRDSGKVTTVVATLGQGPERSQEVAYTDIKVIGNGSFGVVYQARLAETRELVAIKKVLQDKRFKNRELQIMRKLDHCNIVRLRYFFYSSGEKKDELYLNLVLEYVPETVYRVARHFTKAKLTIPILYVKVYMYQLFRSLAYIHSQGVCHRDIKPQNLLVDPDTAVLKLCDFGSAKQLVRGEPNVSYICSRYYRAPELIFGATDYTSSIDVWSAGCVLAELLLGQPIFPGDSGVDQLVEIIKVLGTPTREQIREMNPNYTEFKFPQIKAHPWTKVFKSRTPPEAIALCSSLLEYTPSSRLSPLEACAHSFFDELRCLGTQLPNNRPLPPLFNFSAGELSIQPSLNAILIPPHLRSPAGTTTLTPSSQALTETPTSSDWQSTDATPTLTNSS
HIF activator = HIF pathway transcriptional activation; U2OS HRE-luciferase reporter, luminescence; normalized: DMSO 0%, desferrioxamine 100%; activation, % at 7.5 µM (by protocol); 300,000 tested, 0.32% active; AID 1910;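 active = mean activation of at least 10% of the iron chelator positive control signal, with at least half of replicates also reaching 10%; inconclusive = mean and replicate majority disagree about reaching 10%; inactive = mean and most replicates under 10%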
HSP90 refold inh = inhibitors of HSP90 luciferase refolding in rabbit reticulocyte lysate. luciferase refolding luminescence, 3 h. inhibition, % at 5.6 µM. 290,000 tested, 0.91% active;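 active = inhibition above the screen-wide mean plus 3 SD, computed separately per campaign, cut at about 16% in these data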;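 note: 0% = DMSO wells and 100% = 60 µM geldanamycin wells; inhibitors lower the luminescence because luciferase stays unfolded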
Active calls of the source: *; ? = inconclusive; / = no result given.

SMILES	GSK3A inh	HSP90 refold inh	HSF-1 act	KLF5 inh	HIF activator	IEC-6 tox	HSF1 inh	aSyn 5UTR inh	AI-2 QS modul	GSK3beta inhib
COc1cc(C(=O)NCC(c2cccs2)N2CCOCC2)cc(OC)c1OC (stereo not drawn)	-1	/	11	/	1.8	/	2	15	4	3
CCC(=NCCc1c(C)[nH]c2ccc(C)cc12)C1=C(O)CC(c2ccccc2)CC1=O (stereo not drawn)	-1	1	-11	-31	-1.3	-2	-13	104*	37	4
COc1ccc(C2C3=C(CCCC3=O)NC3=C2C(=O)c2ccccc23)cc1 (stereo not drawn)	-2	0	7	-12	-0.4	-9	14	-8	-5	-2
COc1ccc(-c2nc3n(n2)C(c2ccccc2)C2=C(CCCC2=O)N3)cc1OC (stereo not drawn)	-4	7	-68	-7	0.1	-1	-57*	16	27	0
Nc1cc(Cl)ccc1C(=O)OCC(=O)N1CCOCC1	2	1	-9	-19	1.1	-5	-3	-19	11	1
O=C(/C=C/c1ccc(N2CCOCC2)cc1)c1ccccc1	-2	4	39	-82	0.8	-5	-1	-152	6	-1
CCCCCC(=O)N(O)C1CC(=O)N(c2ccccc2)C1=O (stereo not drawn)	0	-2	/	11	1.8	-2	/	-9	17	0
Cc1ccc(C(=O)Nc2ccc(F)cc2)cc1NC1=NC2CS(=O)(=O)CC2S1 (stereo not drawn)	0	0	-4	8	-0.1	-8	-6	11	0	2
Cc1ccccc1CNC(=O)CCC(=O)N1CCOc2ccccc21	0	2	4	4	0.3	-6	7	6	10	3
O=c1c2ccccc2oc2ccc(C#CC3(O)CCCCC3)cc12	0	/	-87	/	-5.9	/	-86*	38	35	2
O=C(CSc1nnc(CNC(=O)C23CC4CC(CC(C4)C2)C3)n1-c1ccccc1)Nc1ccc(F)cc1	1	-3	13	-1	-0.4	-11	0	-13	8	1
CCCNS(=O)(=O)c1ccc(CCC(=O)Nc2cc(Cl)ccc2Oc2ccccc2)cc1	/	5	-18	9	-0.7	3	-8	28	46	3
CSc1cccc(NS(=O)(=O)c2cccs2)c1	-7	0	1	-50	-0.2	6	6	-18	25	2
CCN(CC)C(=O)CSc1nnc(-c2ccccn2)n1Cc1ccccc1	-1	8	-13	-19	-0.7	0	4	11	16	2
CCOC(=O)Cc1cn2c(=O)cc(CSCC(=O)Nc3ccc(C)c(C)c3)nc2s1	-2	1	17	-28	-0.6	-3	-3	5	14	0
CCOC(=O)C1CCCN(C(=S)Nc2ccc(C)cc2C)C1 (stereo not drawn)	-2	4	-3	-20	0.2	2	-7	5	11	2
COc1ccc2oc(C(=O)OC/C(O)=C(\C#N)c3nc4ccccc4[nH]3)c(C)c2c1	-1	3	-25	2	0.1	0	0	-7	-1	5
O=C(Nc1ccccc1)c1ccc(S(=O)(=O)N2CCC(C(=O)O)CC2)cc1	0	1	-8	24	-0.3	8	6	1	21	0
Cc1nn(C)cc1CN(C)C(=O)c1nn2c(c1Br)NC(c1cccs1)CC2C(F)(F)F (stereo not drawn)	1	-2	-3	-25	-1.1	1	6	5	24	3
O=C(Cn1nc(-c2ccccc2)ccc1=O)NCCN1CCN(c2cccc(Cl)c2)CC1	-2	-2	18	-18	-0.4	4	5	6	22	2
COC(=O)c1cc(CN2C(=O)c3ccccc3C2=O)c(O)c([N+](=O)[O-])c1	-6	-2	-27	-13	-0.7	-1	-5	9	8	4
Cc1ccc(CC2(O)CC(C)N(C)CC2C)c(C)c1 (stereo not drawn)	0	2	5	-11	2.2	4	1	-16	15	-1
COC(=O)[C@H](C)NC(=O)NCc1ccc(F)cc1	0	5	14	-5	-0.5	1	-5	1	2	1
C/C(CC(=O)Nc1c(C)cc(C)cc1C)=N\NC(=O)Cc1ccccc1	0	-4	5	-20	0.0	-2	-5	8	18	0
C/C(=N\NC(=O)c1cccs1)c1cccnc1	11	-4	4	-61	2.4	-5	5	-83	16	-1
O=C(COC(=O)CCSc1ccccc1)Nc1ccc(F)cc1Cl	/	-2	31	-15	0.1	-2	0	13	-6	0
COCC1CCN(Cc2cn(-c3ccccc3F)nc2-c2cc(C)sc2C)CC1	-2	0	/	-23	/	6	/	12	14	1
COC(=O)c1ccccc1NS(=O)(=O)c1ccc(F)cc1	-3	-2	-5	-12	-0.8	2	-5	17	23	8
Cc1ccc(C)c(NC(=O)CSc2nc3ccccc3nc2N2CCOCC2)c1	-1	-4	-6	-24	-0.2	-8	-2	16	12	1
Cc1cc(C)cc(OCC(=O)OC(C)C(=O)Nc2c(C)n(C)n(-c3ccccc3)c2=O)c1 (stereo not drawn)	0	/	23	/	-1.5	/	8	3	5	9
CCOc1ccc(S(=O)(=O)NCCC(=O)Nc2ncccc2C)cc1	-2	-1	14	-33	-0.6	3	0	8	-4	4
CCC1CCCCN1C(=S)NC(=O)c1ccc([N+](=O)[O-])cc1 (stereo not drawn)	-2	-2	-2	-4	-0.2	6	-5	1	22	2
CCCNS(=O)(=O)c1ccc(NC(=O)c2ccccn2)cc1	1	6	/	-19	/	-4	/	/	/	/
COc1ccccc1/C=N/OCc1cc(C(C)=O)ccc1OC	-2	0	11	-18	-5.4	7	-1	16	31	0
Cc1c(N=Cc2cccs2)c(=O)n(-c2ccccc2)n1C	0	-4	5	-18	-0.4	1	-3	-5	39	2
O=C(Nc1ccc(-c2noc(COc3ccccc3Cl)n2)cc1)c1ccco1	0	0	27	-40	1.9	3	9	-140	0	2
Cc1cccc(N(CC(=O)NC(C)(C)C)C(=O)CCC(=O)Nc2nccs2)c1	0	-2	4	-24	0.9	-4	-5	-10	8	-2
O=C(NCC1CCCO1)c1ccc2c(=O)n(CC3CCCO3)c(SCC(=O)N3CCCC3)nc2c1 (stereo not drawn)	-3	-1	-12	1	-0.1	-1	-6	20	30	1
COC(Cc1nnc(SC)n1-c1ccc(Cl)cc1)OC	-1	0	-7	-12	-0.2	2	-1	0	13	0
COc1cccc(CC(NC(C)=O)C(=O)NC2CCN(C(=O)C3CCCCC3)CC2)c1OC (stereo not drawn)	/	-4	4	-37	1.8	-8	-4	-5	10	3
COC(=O)C(C)Sc1nnc(Cc2cc(=O)[nH]c(=O)[nH]2)n1-c1cc(C)ccc1C (stereo not drawn)	-2	1	1	-3	/	6	2	-24	12	-4
COc1ccc(OC)c(/C=N/N(C)c2ccccc2)c1	0	1	29	-141	2.9	-1	13	-187	25	3
COc1ccc(NC(=O)CSc2nnc(-c3ccoc3C)n2CCc2ccccc2)cc1	-1	1	17	-2	-6.7	-5	8	3	33	2
O=C(Nc1ccc2c(c1)OCO2)C1CCCN1C(=O)Nc1ccccc1F (stereo not drawn)	-2	2	40	15	0.1	5	4	9	11	2
COc1ccc(OCCC(=O)N2CCOCC2)cc1	-2	4	5	-25	0.0	3	0	-7	8	-2
COc1ccc(-c2cn(Cc3ccc4c(c3)C(=O)c3ccccc3C4=O)nn2)cc1	2	-1	8	-6	-0.1	-3	4	4	14	1
N#C/C(=C\c1ccc(N2CCOCC2)o1)C(=O)NCCc1ccccc1	-2	-1	1	-31	0.0	5	-1	6	25	0
Cc1cc(C)c2c(=O)[nH]c(SCC(=O)c3ccc(F)c(C)c3)nc2n1	1	1	8	-33	1.4	-1	7	3	3	0
Cc1nn(C(=O)CN2C(=O)c3ccccc3C2=O)c(C)c1Br	1	1	-2	-15	0.4	0	-5	4	26	1
CC(=O)Nc1ccc(S(=O)(=O)NCc2ccc3[nH]c(C)cc3c2)cc1	0	5	1	-5	0.3	4	-4	-32	16	0
CC12CCC(=O)N1C(C(=O)Nc1nc(-c3ccccc3Cl)cs1)CS2 (stereo not drawn)	-3	/	18	/	0.6	/	19	-43	24	0
O=C(NC1CCCCC1)C(=S)NC1CCCCC1	-1	1	20	-36	5.1	-10	-1	-106	5	-1
O=C(Nc1ccc(O)c(-c2nc3ccccc3o2)c1)C1(c2ccc([N+](=O)[O-])cc2)CCCC1	0	-6	10	-9	-0.4	2	-7	35	27	0
CCOC(=O)c1ccccc1OCc1cc(/C=N/n2cnnc2)ccc1OC	0	4	-9	-3	5.0	-1	-8	37	5	0
COc1ccc(CN(C)CC(=O)NC(C)c2ccccc2)c(OC)c1 (stereo not drawn)	-3	5	?	-24	-0.7	2	11	1	21	1
Oc1ccc(Br)cc1Cn1nnc2ccccc21	-1	3	12	-31	-0.3	-5	2	10	-22	-2
CSc1nnc(C)c(=O)n1COC(=O)c1ccc([N+](=O)[O-])cc1	-1	-2	-8	-28	0.2	-1	5	6	4	1
CCC(C)Nc1nc(OC(C(F)(F)F)C(F)(F)F)nc(OC(C(F)(F)F)C(F)(F)F)n1 (stereo not drawn)	0	-2	-10	-23	1.1	4	-8	14	12	-2
CC(C)(C)c1ccc(C(=O)NC(=S)Nc2nc3c(s2)CCCC3)cc1	-1	24*	-62	2	-0.2	3	-59*	-24	19	-1
O=S(=O)(ON(c1ccccc1)S(=O)(=O)c1ccccc1)c1ccccc1	-3	1	12	-15	-0.2	6	0	-18	-5	0

(continued)
SMILES	GSK3A inh	HSP90 refold inh	HSF-1 act	KLF5 inh	HIF activator	IEC-6 tox	HSF1 inh	aSyn 5UTR inh	AI-2 QS modul	GSK3beta inhib
COc1ccc(NC(=O)Nc2cccc(NC(C)=O)c2)c(OC)c1	13	-3	4	-21	0.0	-2	5	16	20	0
CN(C)S(=O)(=O)c1cccc(-c2nn(-c3ccccc3)cc2/C=C2\SC(=S)NC2=O)c1	-4	3	/	-9	/	-5	/	/	/	/
COc1cc(/C=C/C(=O)OC(C)C(=O)Nc2c(C)n(C)n(-c3ccccc3)c2=O)ccc1O (stereo not drawn)	-1	/	0	/	0.0	/	0	-21	11	1
C/C(N)=N\S(=O)(=O)c1ccc(Cl)cc1	-3	1	-14	-39	/	-4	3	-25	13	0
CCCNC(=O)c1csc2c1CCCCC2	-3	7	2	7	0.3	14	-7	-4	4	-3
COc1ccc(S(=O)(=O)N2CCCOC2CNC(=O)C(=O)NCCCn2ccnc2)cc1 (stereo not drawn)	/	-1	-12	-7	-0.5	7	3	0	14	2
COc1ccc(CNC2CCCc3ccccc32)c(OC)c1 (stereo not drawn)	3	4	-3	11	-1.5	4	-1	0	32	5
COC(=O)C[C@H]1c2ccccc2S(=O)(=O)N1C(C)C	-3	/	-3	/	-0.2	/	-2	7	11	5

Source: PubChem (several laboratories)
